Bioassay records from PubChem BioAssay.
SMARCA2 act – SMARCA2 function activation, primary screen. hit rate 1% among 370,000. MG213 cells, MMTV-luciferase reporter, dexamethasone, overnight. activation, % at 9.1 µM; in the data active means activation above about 7.8%;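 further: 0% = vehicle wells and 100% = reference activator wells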
hcDAF12 agonist – activates DAF-12 receptor from parasite H. contortus. HEK293 hcDAF-12 lit1-tk-luc reporter, luminescence; 0% DMSO, 100% Δ7-dafachronic acid. activation, % at 6.8 µM. hit rate 1.4% among 370,000. AID 652067;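 active means activation above the mean of all tested compounds plus 3 SD, cut at about 5.5% in these data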;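 further: 100% = response to 3 µM Δ7-dafachronic acid high control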
ssDAF-12 act – S. stercoralis DAF-12 activation, primary screen | HEK293 ssDAF-12/GRIP1 lit1-tk-luc reporter, luminescence; % of 3 µM dafachronic acid response | hit rate 1% among 370,000 | activation, % at 6.8 µM;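 active means activation above the mean over all tested compounds plus 3 SD, cut at about 0.9% in these data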;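 further: 0% = DMSO-only wells and 100% = 3 µM delta7-dafachronic acid wells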
DAX1 inh-1 – inhibitors of human orphan nuclear receptor DAX1 (NR0B1). P51843. hit rate 0.99% among 340,000. AID 504766. inhibition, % at 6.75 µM. HEK293 Gal4-DAX1 luciferase reporter, luminescence;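 active means inhibition above the mean over all tested compounds plus 3 SD, cut at about 4.2% in these data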;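 further: 0% = DAX1-transfected cells with DMSO and 100% = empty-vector control cells with DMSO; inhibition shows as a rise in luminescence from relieved DAX1 repression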
Target sequence (P51843 207-470 limits assumed): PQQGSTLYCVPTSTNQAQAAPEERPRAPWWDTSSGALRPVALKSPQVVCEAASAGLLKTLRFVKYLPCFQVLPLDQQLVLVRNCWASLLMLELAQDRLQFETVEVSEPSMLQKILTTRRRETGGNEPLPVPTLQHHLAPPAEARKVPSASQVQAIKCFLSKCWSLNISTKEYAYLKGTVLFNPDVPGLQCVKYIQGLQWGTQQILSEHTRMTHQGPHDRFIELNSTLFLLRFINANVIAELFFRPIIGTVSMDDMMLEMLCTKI
DAX1 inh-2 – inhibitors of DAX1 repression of SF-1 activated StAR promoter; hit rate 1.1% among 370,000; HEK293T StAR-luciferase reporter, SF-1/DAX-1 repression relief; AID 652010; inhibition, % at 6.8 µM;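 active means inhibition above the mean over all tested compounds plus 3 SD, cut at about 3.6% in these data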;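 further: 0% = DAX-1 cells with DMSO and 100% = cells lacking DAX-1 with DMSO; higher inhibition means more luminescence from relief of DAX-1 repression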
FXN GAA850 act – frataxin GAA850 promoter activation; HEK293 lucGAA850 FXN promoter luciferase reporter, 24 h; percent of 10 µM SAHA response; activation, % at 6 µM; hit rate 0.56% among 360,000;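 active means activation above the average of all compounds screened plus 3 SD, cutoff fixed separately per campaign, cut at about 7.5% in these data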;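 further: 0% = DMSO wells and 100% = 10 µM SAHA wells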
HGIII-sPLA2 inh – Blocks human group III sPLA2 activity | Q9NZ20 | inhibition, % at 12.2 µM | hit rate 0.56% among 370,000 | QFRET BODIPY PC-A2 liposome hydrolysis, fluorescence;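 active means inhibition above mean plus 3 SD of compounds lying within the high and low control bounds, cut at about 19% in these data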;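 further: 0% = median of test compound wells and 100% = no enzyme DMSO wells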
PLC-beta3 inh – PLC-beta3 (human) inhibition, primary screen | Q01970 | hit rate 0.18% among 370,000 | Purified PLC-beta3, fluorogenic substrate, fluorescence | inhibition, % at 12.2 µM; in the data active means inhibition above about 11%;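 further: 0% = median of compound wells on plate and 100% = full blocker control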
PG9 binder – small molecules binding HIV-1 gp120 antibody PG9; TR-FRET gp120-PG9 antibody binding; hit rate 0.43% among 360,000; inhibition, % at 6.7 µM; AID 624416; in the data active means inhibition above about 8.5%
Rev-erbA mod – modulators of human Rev-erb alpha DNA binding; Rev-erbα–FITC-DNA binding, fluorescence polarization, 90 min; activity, % at 10 µM; hit rate 0.79% among 370,000; AID 1259318;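 active means activity above about 14%, limit read from the data; passing the limit was not always enough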;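 further: 0% = DMSO wells with 35 nM protein and 100% = DMSO wells with 750 nM protein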
Target sequence (P20393 whole entry, looked up): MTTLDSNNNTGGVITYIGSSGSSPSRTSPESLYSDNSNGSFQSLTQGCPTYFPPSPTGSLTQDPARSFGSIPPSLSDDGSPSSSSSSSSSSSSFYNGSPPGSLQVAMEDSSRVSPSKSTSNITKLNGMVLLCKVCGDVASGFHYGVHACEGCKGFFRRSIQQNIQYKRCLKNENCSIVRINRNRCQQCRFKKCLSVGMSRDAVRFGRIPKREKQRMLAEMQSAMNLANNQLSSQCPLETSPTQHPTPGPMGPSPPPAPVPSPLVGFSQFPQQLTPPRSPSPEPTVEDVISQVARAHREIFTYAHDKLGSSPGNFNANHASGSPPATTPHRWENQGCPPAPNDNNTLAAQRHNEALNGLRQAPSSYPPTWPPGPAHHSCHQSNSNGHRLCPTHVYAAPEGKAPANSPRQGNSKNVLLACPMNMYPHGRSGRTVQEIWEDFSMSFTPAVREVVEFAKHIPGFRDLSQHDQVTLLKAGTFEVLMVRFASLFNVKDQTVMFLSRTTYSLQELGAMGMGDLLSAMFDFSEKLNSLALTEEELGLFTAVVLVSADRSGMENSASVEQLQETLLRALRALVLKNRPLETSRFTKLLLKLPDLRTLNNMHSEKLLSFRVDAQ
hgDAF-12 ag – hgDAF-12 agonism, primary luciferase screen; activation, % at 6.8 µM; AID 687014; HEK293 GAL4-hgDAF12 UAS-luciferase reporter, agonist luminescence; normalized to butyrate control; hit rate 1.8% among 370,000;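 active means activation above a cutoff set at the mean of all screened compounds plus 3 SD, cut at about 10% in these data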;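 further: 0% = DMSO wells and 100% = sodium butyrate wells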
Starred values were filed as active, the others as inactive; i = inactive; nt = not tested or not shown. Hits appear at their usual frequency; any-hit rate near 7%.

SMILES	SMARCA2 act	hcDAF12 agonist	ssDAF-12 act	DAX1 inh-1	DAX1 inh-2	FXN GAA850 act	HGIII-sPLA2 inh	PLC-beta3 inh	PG9 binder	Rev-erbA mod	hgDAF-12 ag
Cc1ccc(NC(=O)Cn2c(=O)oc3ccccc32)cc1Cl	-2.1	-0.2	-1.0	-1.8	-0.2	0.7	-13.7	-1.9	0.1	3.3	-1.9
COc1cccc(C(=O)Nc2cnc(NC(=O)c3ccco3)cc2C)c1	1.9	-1.5	-1.1	0.4	0.0	2.6	3.5	7.2	-0.1	-2.2	-2.1
FC(F)(F)c1cc(C(F)(F)F)c2ccc(N/N=C/c3ccccc3)nc2n1	-0.1	-0.7	-0.5	-0.5	0.2	1.6	3.0	-2.9	-0.9	3.8	0.7
CCN(CC(=O)Nc1ccc(OC)cc1)C(=O)c1cccc(S(=O)(=O)N2CCN(c3ccccc3)CC2)c1	-5.3	-1.4	-1.2	-1.6	-1.4	0.3	-15.6	5.0	-0.1	-8.7	-4.3
N#Cc1c(-c2ccco2)cc(-c2ccc(F)cc2)nc1N	-1.5	2.7	-0.5	1.1	0.2	5.1	-3.1	-407.6	2.4	0.8	0.8
O=C(/C=C/c1ccco1)Nc1ccc(Oc2ccc(Cl)cc2)cc1	-1.9	-3.2	-1.3	-1.5	-1.2	-5.5	4.6	-1.8	0.3	-1.4	1.9
CCCCn1c(N)c(Sc2ccc([N+](=O)[O-])cc2)c(=O)[nH]c1=O	0.7	-2.3	-1.2	2.7	0.1	3.9	1.5	2.0	-1.9	3.0	-2.3
COc1cc(F)cc(-c2ccc3c(c2)c(C#Cc2ccsc2)c(-c2cc(OC)cc(OC)c2)n3C)c1	0.3	0.1	-1.0	0.4	-0.3	-0.8	4.5	-17.2	-5.6	6.2	1.1
COC(=O)c1cc2c(c3c4cc(F)ccc4n(S(=O)(=O)c4ccccc4)c13)C(=O)N(C)C2	-2.5	-0.3	-0.6	nt	0.4	nt	-1.3	-16.1	0.4	0.5	0.2
COc1ccc(CCC(=O)NC2CCCN(Cc3ccc(Cl)cc3)C2)cc1OC (stereo not given)	-0.6	-1.1	-1.2	-2.7	-0.4	0.1	-0.3	-5.5	0.3	-2.9	-4.5
Cc1cc(Br)cn2c(Cc3ccsc3)c(-c3cccc(Cl)c3)nc12	-3.1	1.4	-0.2	nt	0.6	nt	-8.3	-8.7	-0.4	10.3	-4.9
COc1ccc(-c2cc(C(F)F)n3ncc(C(=O)NCC4CCCO4)c3n2)cc1 (stereo not given)	-0.8	-1.3	-0.9	0.3	-0.4	0.6	-3.9	i	3.2	35.7*	0.9
CCOC(=O)CSc1nc2c(sc(=S)n2CCc2ccccc2)c(=O)n1Cc1ccco1	0.4	-0.7	-1.3	1.1	-0.7	4.9	0.6	5.5	-0.3	-2.7	-0.9
Nc1cc(S(=O)(=O)c2ccc(N3CCCCC3)c(N)c2)ccc1N1CCCCC1	-1.8	-0.1	-1.4	-2.0	-1.7	-0.8	-10.9	-63.2	-4.2	0.5	-2.7
CCOC(=O)c1c(C)c(C(=O)NCc2ccc3c(c2)OCO3)c(C)n1C	4.1	0.0	-1.5	-0.2	0.2	0.0	1.9	4.5	2.8	-2.3	-3.8
O=S(=O)(NCc1ccccn1)c1ccc2c(c1)OCCO2	2.6	-1.4	-0.8	0.4	0.0	-0.9	1.8	3.2	-2.0	-0.3	-1.2
CCN(CC)S(=O)(=O)c1ccc(N2CCOCC2)c(NS(=O)(=O)c2ccc(OC)cc2)c1	0.2	-2.3	-1.1	1.3	0.3	1.8	-0.8	-5.5	-0.3	0.2	-0.8
NS(=O)(=O)c1ccc(NC(=O)COC(=O)CSCc2ccc(F)cc2)cc1	-0.3	-1.3	-1.1	0.6	-1.3	-0.5	-5.5	-1.3	-0.2	-4.0	-0.9
O=C1CN(c2ccccc2)C(=S)N1c1ccccc1	0.5	0.8	-0.6	4.4*	0.7	3.1	-39.9	-5.0	-1.2	-4.8	2.6
O=C(NCCc1ccccc1)C1CCC(CNS(=O)(=O)c2ccccc2)CC1 (stereo not given)	-2.7	1.2	-0.9	0.2	-0.2	-0.6	-2.7	-7.5	-1.2	-6.3	-0.1
Cn1c(=O)c2cc(NC(=S)NCc3ccccc3F)ccc2n1Cc1ccc(F)cc1	-1.7	-3.4	-1.2	nt	-2.2	-2.4	-15.8	i	-1.9	-5.8	-3.9
COc1ccc(CN(C)C[C@H]2OCc3cnnn3CCCC(=O)N([C@H](C)CO)C[C@@H]2C)cc1	-0.3	-1.2	-0.7	-0.2	1.1	-2.0	-1.3	3.6	1.1	3.3	-1.7
COC(=O)[C@]12C[C@H](CC(=O)N3CCSCC3)C(=O)N(Cc3cccc4ccccc34)C1=C[C@H](COCc1ccccc1)O[C@@H]2C	-3.1	-3.0	-2.1	nt	-0.5	nt	3.6	-1.7	nt	-5.6	-5.3
COc1ccc(/C=N\NC(=O)c2sc(N)nc2C)cc1OC	0.3	-1.6	-0.9	-0.1	0.2	2.5	0.8	-54.2	-3.8	-2.7	-1.4
COc1ccc(N2CCN(C(=O)c3cc(=O)c4cc(C)c(C)cc4o3)CC2)cc1	-1.2	-1.1	-1.2	-0.5	0.1	6.2	-5.4	-5.5	1.5	6.5	-2.3

(list continues)
SMILES	SMARCA2 act	hcDAF12 agonist	ssDAF-12 act	DAX1 inh-1	DAX1 inh-2	FXN GAA850 act	HGIII-sPLA2 inh	PLC-beta3 inh	PG9 binder	Rev-erbA mod	hgDAF-12 ag
FC(F)(F)c1nnc2ccc(Sc3ccccn3)nn12	0.1	-1.3	-1.4	-1.4	-0.1	3.1	10.1	-0.3	3.9	-3.8	1.1
CCOc1ccc(-c2csc(/C(C#N)=C\c3ccc(O)c([N+](=O)[O-])c3)n2)cc1	-4.0	-2.0	-1.1	1.9	-0.4	-1.2	7.1	-6.2	0.5	1.4	-2.8
CC1CCc2nc(N)c(C#N)c(-c3cccn3C)c2C1 (stereo not given)	0.5	-0.9	-1.0	-0.7	-0.6	3.5	6.4	-103.5	1.0	8.1	-3.1
CCOC(=O)C(Cc1ccccc1)C(=O)Nc1ccc(N(CC)CC)cc1 (stereo not given)	-2.5	-0.6	-1.8	0.8	-0.9	1.6	-32.7	-1.6	-2.8	-6.4	5.5
O=C1C2ON(c3ccccc3)C(c3cccnc3)C2C(=O)N1c1ccccc1 (stereo not given)	-1.9	-0.6	-0.9	-0.7	-0.6	-1.1	-2.6	0.0	-2.0	2.9	5.3
CC1=CC(c2ccc(Cl)cc2)n2nc(NS(=O)(=O)c3ccc(C)cc3)nc2N1 (stereo not given)	3.7	-0.6	-1.2	0.8	-0.5	-1.6	-24.8	i	0.2	4.0	-0.6
COc1ccc(CC(=O)Nc2cccc(S(=O)(=O)N3CCCC3)c2)cc1OC	-6.0	-5.2	-1.9	-2.6	-6.8	-2.7	-4.5	-12.3	0.4	2.2	-5.3
NNC(=O)c1ccc(CSc2cccc3cccnc23)cc1	-2.8	-0.4	-0.8	0.5	-1.0	0.5	1.6	-195.5	0.1	3.0	0.7
CC(C)(C)c1cc(C(c2cccnc2)N2CCN(CCO)CC2)cc(C(C)(C)C)c1O (stereo not given)	-0.6	0.5	-1.4	-0.1	1.3	-1.4	-9.2	-0.4	-0.8	-5.4	0.3
CCC1CCCCN1C(=O)COC(=O)c1ccc(Br)o1 (stereo not given)	0.7	1.6	-0.9	0.8	-0.3	0.4	-3.1	-4.1	-1.3	-1.5	3.1
CCOC(=O)C1=C(C)NC(=S)NC1c1ccsc1 (stereo not given)	-2.3	-0.5	-1.4	-0.4	-0.1	0.3	15.6	0.1	0.1	-6.8	-0.9
CCCCc1c(-c2ccccc2OC)ncn1Cc1cccc(C)c1	-4.8	-0.1	-0.9	nt	0.0	nt	-7.7	3.9	-2.4	7.4	-2.0
CC(OC(=O)CCc1nc(=O)c2ccccc2n1C)C(=O)NCc1ccc2c(c1)OCO2 (stereo not given)	1.5	-0.3	-0.5	-0.2	1.3	0.0	-1.2	-0.6	0.0	3.8	0.7
CCCOC(=O)Nc1sc2c(c1C(=O)OCC)CCC2	3.0	-0.5	-1.2	-0.1	-0.2	0.3	2.7	4.8	-1.9	3.0	-1.5
COc1ccc(C(=O)OCC(=O)NCC2CCCCC2)c(OC)c1	-0.6	0.1	-1.4	1.4	-0.8	1.1	-5.7	-1.3	-1.5	-3.3	-2.4
COc1ccccc1C(=O)COC(=O)c1ccc(-n2cnnn2)cc1	-0.9	-1.8	-1.3	-0.8	-1.3	0.0	9.3	-4.1	0.4	-2.8	2.5
Cc1cccc(NC(=O)CSc2c3c(nc4ccccc24)CCC3)n1	2.4	1.5	-0.2	-0.5	1.2	-1.5	-1.1	0.2	0.3	-0.7	6.1
COc1ccc(NC(=O)NCCc2cccc(Cl)c2)cc1OC	3.8	1.7	-1.5	-0.2	0.4	2.5	0.0	3.3	-1.6	-1.6	-0.2
Cc1occc1C(=O)Nc1nnc(-c2cccs2)s1	3.0	4.7	-0.5	1.6	2.8	5.0	3.0	-5.2	3.9	-1.7	10.2
CCCCCCN1C=CC=C/C1=C/C=C(C#N)C#N	-4.2	-2.9	-1.3	-1.1	-0.5	2.5	11.7	-16.6	-4.0	11.1	-6.2
O=C(O)c1cc([N+](=O)[O-])ccc1Oc1ccccc1	-3.9	0.3	-0.5	0.4	-0.2	2.3	0.9	5.5	-0.8	-2.2	1.3
Cc1ccc(C(=O)N/C(=C\c2ccc(F)cc2)C(=O)NCCCn2ccnc2)cc1	-1.2	1.6	-1.3	0.8	-0.2	0.1	-2.4	-5.9	-1.6	2.8	-0.3
CCOC(=O)N1[C@@H]2C=C(C)[C@@H]2[C@@H]2[C@@H](C)C(=O)N21	-0.1	1.6	-1.4	2.0	-0.7	-0.2	-6.3	3.0	-0.2	5.1	-0.5
CN(C)CCCOc1ccc(C(C)(C)c2ccccc2)cc1	-0.9	-0.7	-1.0	-0.3	0.3	-0.6	-6.6	2.3	-1.6	0.0	1.5
O=C1c2ccccc2C(=O)N1OCCOCCOCCON1C(=O)c2ccccc2C1=O	-3.2	-2.1	-0.9	2.2	-0.6	-2.6	-0.1	-0.7	0.1	-2.8	-1.8
COc1cccc(/C=C/C(=O)OCC(=O)N(C)CC(=O)Nc2ccccc2Cl)c1OC	1.9	-2.5	-1.0	0.2	1.4	-0.9	-6.2	-47.0	0.4	0.1	1.2
CCOC(=O)c1cnc(-n2cc(C)cn2)nc1Nc1ccccc1OCC	-1.2	-0.4	-1.5	-0.4	0.1	-1.5	-1.4	1.2	1.3	-1.5	1.6
COc1cc(C(=O)N2CCN(S(=O)(=O)c3cccs3)CC2)cc(OC)c1C	2.1	-1.9	-1.0	2.5	0.7	-1.1	-6.5	-3.6	-0.3	nt	1.7
